DRD3 agonist – D3 dopamine receptor (human) agonism; P35462; D3R DiscoveRx beta-arrestin cells, luminescence, 90 min; max activation, %; hit rate 0.58% among 410,000; AID 652048; in the data active means max activation above about 30%; further: 0% is about no effect; mostly tested at two doses, the higher about 12 µM
Target sequence (P35462 whole entry, looked up): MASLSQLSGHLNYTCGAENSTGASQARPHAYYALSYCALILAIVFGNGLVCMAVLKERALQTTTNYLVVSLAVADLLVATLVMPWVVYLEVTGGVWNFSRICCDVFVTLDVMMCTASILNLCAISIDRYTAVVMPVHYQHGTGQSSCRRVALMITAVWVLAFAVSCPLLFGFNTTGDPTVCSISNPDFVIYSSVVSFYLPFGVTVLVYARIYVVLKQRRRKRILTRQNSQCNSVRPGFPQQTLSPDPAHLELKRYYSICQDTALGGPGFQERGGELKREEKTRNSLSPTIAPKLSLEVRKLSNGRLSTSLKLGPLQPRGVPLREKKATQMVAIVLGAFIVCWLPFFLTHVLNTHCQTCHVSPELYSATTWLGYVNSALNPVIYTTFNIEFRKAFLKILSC
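Agonist-mode cell screen: cells plated at 1500/well and incubated overnight at 37 °C, then exposed to library compounds for 90 min at 37 °C. Detection reagent was added for 30–60 min at room temperature, and luminescence was read.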
aSyn rescue – alpha-synuclein toxicity inhibition in yeast; Yeast expressing alpha-synuclein, growth rescue, BacTiter-Glo, 24 h; Potency, µM (titrated, usually from 46.1 µM), for the others: top-dose growth rescue (activation), most hits filed as activators; hit rate 0.14% among 370,000; AID 652106; further: potency means the concentration at half of the fitted maximal effect; % of control where 0% means no effect; nearly all actives have a fitted effect of over 65% in size
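Readout is rescue of growth in alpha-synuclein-expressing yeast, so inhibitors of toxicity appear as activators. Growth after 24 hr at 30 deg C in galactose medium is quantified by luminescence.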
TDP43 rescue – inhibitors of TDP-43 toxicity in yeast; TDP-43 expressing yeast growth rescue, BacTiter-Glo, 24 h; Potency, µM (series often up to 46.1 µM), for the others: top-dose growth rescue (activation), hits mostly activators; hit rate 1.8% among 410,000; AID 652104; further: potency means the concentration at half of the fitted maximal effect; % of control where 0% means no effect; nearly all actives have a fitted effect of over 50% in size
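Cell-based yeast growth screen: TDP-43 expression induced in galactose, inoculum OD600=0.02 after raffinose pregrowth to mid-log. Read-out BacTiter-Glo luminescence at 24 hr, 30 deg C; inhibition of toxicity seen as signal increase.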
FUS suppressor – FUS proteinopathy suppression in yeast; S. cerevisiae FUS-expressing, growth rescue, OD600, 24 h; Potency, µM (series often up to 76.6 µM), without a hit: at the highest dose growth rescue (activation), usual class: activators; hit rate 0.24% among 390,000; AID 1347120;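 further: potency means the concentration at half of the fitted maximal effect; plate controls were DMSO vehicle for no effect and reference control for full effect; nearly all actives have a fitted effect of over 55% in size; some results filed as inactive show a strong effect at the top dose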
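Absorbance at 600 nm, taken 24hr after compound addition, measured rescue of FUS-yeast growth at 30C. Induction used 2% galactose with seeding at OD 0.005. Controls: CP55940 from 92uM final, DMSO only.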
DRD3 antagonist – antagonists of human D3 dopamine receptor | P35462 | D3R cells, DiscoveRx beta-arrestin luminescence, antagonist mode; active compounds read low | max response, negative = inhibition, % | hit rate 2.5% among 360,000; in the data active means max response below about -50%; inconclusive means no clear call, values can overlap the other calls; further: on the % scale 0 is the no-effect control and ±100 the full control effect; mostly tested at two doses, the higher about 12 µM
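Cells expressing the human receptor were seeded at 1500 cells/well, incubated overnight at 37 degrees C in 5% CO2, then exposed to library compounds with dopamine controls for 90 minutes at 37 degrees C before luminescent detection.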
EPAC2 ag – EPAC2 (human) agonism. Q8WZA2. EPAC2 activation, biochemical qHTS; response scale: 100% = 6.5 mM cAMP response. Potency, µM (highest dose often 154 µM), without a hit: at the highest dose activation, usual class: activators. hit rate 0.079% among 360,000. AID 720711; further: potency means the concentration at half of the fitted maximal effect; nearly all actives have a fitted effect of over 50% in size
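Fluorescence exchange assay: 100 nM EPAC2 with 250 nM RAP1B-BODIPY-GDP and 50 uM GDP; compounds tested as a concentration-titration series (qHTS). Loss of Rap1-bound BODIPY-GDP fluorescence read at 480/540 nm; data normalized to 6.5 mM cAMP.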
Abeta yeast res – A-beta toxicity reversal in yeast; yeast expressing A-beta42, growth rescue, OD600, 48 h; response scale: 0% DMSO, 100% iron-clioquinol control; Potency, µM (series often up to 46.1 µM), for the others: top-dose growth rescue, most hits filed as activators; hit rate 0.063% among 410,000; AID 1347071; further: potency means the concentration at half of the fitted maximal effect; nearly all actives have a fitted effect of over 55% in size
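Yeast growth medium received pinned compounds, then yeast cells expressing toxic A-beta were added; plates incubated at 30 C for 48 hr. Growth read as absorbance at 600 nm, normalized to DMSO and equimolar FeCl3 plus clioquinol controls.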
EPAC2 antag – antagonists of human EPAC2; Q8WZA2; EPAC2 GEF exchange of Rap1B-BODIPY-GDP, fluorescence; Potency, µM (highest dose often 114 µM), for the others: top-dose activity, negative = inhibition, usual class: inhibitors; hit rate 0.18% among 360,000; AID 720708; further: potency means the concentration at half of the fitted maximal effect; on the % scale 0 is the no-effect control and ±100 the full control effect; nearly all actives have a fitted effect of over 45% in size; many of its hits are not listed in these tables
The depositor's hits bear a star; [ ] = remark or other dose. Unless noted, the call rests on the fitted dose curve; in most records, active means well fitted curve in the direction sought with a large enough effect; inconclusive means small, poorly fitted or top-dose-only effect, or another doubt; inactive means no such curve, though single readings can be large; an effect the other way counts as inactive or inconclusive. An excerpt. The share of hits here may be higher or lower than overall.

Screening CCOC(=O)N1CCN(C(=O)CCN2C(=O)COc3ccccc32)CC1 returned DRD3 agonist -13, aSyn rescue -15%, TDP43 rescue -13%, FUS suppressor 22%, DRD3 antagonist -11, EPAC2 ag 4%, Abeta yeast res 18% and EPAC2 antag 6%.
Screening Cc1ccc(NS(=O)(=O)c2cccc(C(=O)NCCCn3ccnc3)c2)cc1 returned DRD3 agonist -1, aSyn rescue 2%, TDP43 rescue -8%, FUS suppressor -21%, DRD3 antagonist 8, EPAC2 ag 1%, Abeta yeast res -6% and EPAC2 antag 0%.
Screening CS(=O)(=O)N1CCN(c2ccc(NC(=O)c3ccc(-c4ccc(Cl)cc4)o3)cc2)CC1 returned DRD3 agonist -5, aSyn rescue -23%, TDP43 rescue -16%, FUS suppressor inconclusive, DRD3 antagonist 8, EPAC2 ag 6%, Abeta yeast res -1% and EPAC2 antag -2%.
For C=CCN(C)NC(=S)Nc1ccccc1 the results were DRD3 agonist 4, aSyn rescue 1%, TDP43 rescue 12%, DRD3 antagonist 3, EPAC2 ag -6%, Abeta yeast res 29% and EPAC2 antag 10%.
COc1ccccc1NS(=O)(=O)c1cccc(C(=O)N/N=C/c2ccc(NC(C)=O)cc2)c1 was read as DRD3 agonist 0, aSyn rescue 0%, TDP43 rescue 7%, FUS suppressor 0%, DRD3 antagonist 15, EPAC2 ag -3%, Abeta yeast res 1% and EPAC2 antag -9%.
`Cc1cc(C)c(-c2c(O)c3c(n(C)c2=O)CC(C)(C)CC3=O)c(C)c1` gave DRD3 agonist -4, aSyn rescue 0%, TDP43 rescue 24%, FUS suppressor 13%, DRD3 antagonist 7, EPAC2 ag -2%, Abeta yeast res 2% and EPAC2 antag 7%.
Screening CC(C)C[C@H]1CN([C@@H](CC(C)C)CN2CCCC2CN2C(=S)NC[C@@H]2Cc2ccc(O)cc2)C(=S)N1CC1CCCCC1 (stereo partly specified) returned DRD3 agonist -7, aSyn rescue -4%, TDP43 rescue -12%, FUS suppressor inconclusive, DRD3 antagonist -8, EPAC2 ag 0%, Abeta yeast res 5% and EPAC2 antag -11%.
For CCC(=O)N1c2ccccc2NC2=C(C(=O)CC(C)(C)C2)C1c1ccc(O)c(OC)c1 (stereo unspecified) the results were DRD3 agonist 0, aSyn rescue -3%, TDP43 rescue -22%, FUS suppressor -23%, DRD3 antagonist -17, EPAC2 ag 17%, Abeta yeast res 6% and EPAC2 antag 24%.
`CCC(C)NC(=O)C(Cc1ccccc1)n1cccc1` (stereo unspecified) gave DRD3 agonist 5, aSyn rescue 6%, TDP43 rescue 20%, FUS suppressor -7%, DRD3 antagonist 7, EPAC2 ag 0%, Abeta yeast res 15% and EPAC2 antag -12%.
Screening O=S(=O)(Nc1nc2c(s1)CCCC2)c1ccc(F)cc1 returned DRD3 agonist 16, aSyn rescue -3%, TDP43 rescue -18%, FUS suppressor -2%, DRD3 antagonist 18, EPAC2 ag 5%, Abeta yeast res 2% and EPAC2 antag 10%.
N#CC(Cc1cc2ccccc2n1S(=O)(=O)c1ccccc1)OCc1ccccc1 (stereo unspecified) was read as DRD3 agonist 8, aSyn rescue -3%, TDP43 rescue 5%, FUS suppressor -12%, DRD3 antagonist 42, EPAC2 ag 2%, Abeta yeast res 1% and EPAC2 antag -13%.
For CSc1n[nH]c(NCc2ccc(C)cc2)n1 the results were DRD3 agonist 1, aSyn rescue -2%, TDP43 rescue -8%, FUS suppressor 6%, DRD3 antagonist -3, EPAC2 ag 4%, Abeta yeast res 8% and EPAC2 antag -13%.
`O=c1[nH]c2ccccc2nc1-c1cccs1` gave DRD3 agonist -5, aSyn rescue 7%, TDP43 rescue inconclusive, FUS suppressor 16%, DRD3 antagonist -18, EPAC2 ag 7%, Abeta yeast res 18% and EPAC2 antag -2%.
CSCCC(NC(=O)c1ccc([N+](=O)[O-])cc1Cl)C(=O)OC1CCCCC1=O (stereo unspecified) was read as DRD3 agonist 5, aSyn rescue -6%, TDP43 rescue -12%, FUS suppressor 6%, DRD3 antagonist 0, EPAC2 ag 5%, Abeta yeast res -6% and EPAC2 antag -4%.
CCOc1ccccc1C(=O)N(Cc1cc(OC)c(OC)c(OC)c1)c1ccccn1 was read as DRD3 agonist 1, TDP43 rescue -1%, FUS suppressor 9% and Abeta yeast res -21%.
`COc1ccc(NS(=O)(=O)c2ccc3[nH]c4c(c3c2)CCCC4)c(OC)c1` gave DRD3 agonist -4, TDP43 rescue 20%[9.22 µM], FUS suppressor 27% and Abeta yeast res 10%.
For Cc1ccccc1CN1CCC(CNC(=O)C2CCCN(c3ncnc4c3nc3n4CCCCC3)C2)CC1 (stereo unspecified) the results were DRD3 agonist -17, aSyn rescue 0%, TDP43 rescue -3%, FUS suppressor 15%, DRD3 antagonist -26, EPAC2 ag -4%, Abeta yeast res -8% and EPAC2 antag 11%.
`CN(C)S(=O)(=O)Oc1ccsc1C(=O)Nc1cccc(Cl)c1` gave DRD3 agonist 3, aSyn rescue -9%, TDP43 rescue 13µM*, FUS suppressor 20%, DRD3 antagonist 5, EPAC2 ag 15%, Abeta yeast res -11% and EPAC2 antag 6%.
Screening N#Cc1nc(-c2ccc(Cl)cc2)oc1NCc1ccco1 returned DRD3 agonist 1, aSyn rescue 5%, TDP43 rescue 15%, FUS suppressor 3%, DRD3 antagonist -27, EPAC2 ag -5%, Abeta yeast res -23% and EPAC2 antag -5%.
Screening O=C(NC1CC1)C1CCN(C2CCN(C(=O)Cc3ccc4c(c3)OCO4)CC2)CC1 returned DRD3 agonist 9, aSyn rescue -10%, TDP43 rescue 0%[0.397 µM], FUS suppressor 7%, DRD3 antagonist 12, EPAC2 ag 2%, Abeta yeast res 8% and EPAC2 antag -3%.

Some of these compounds in order of molecular weight, smallest number first:
`O=c1[nH]c2ccccc2nc1-c1cccs1` gave DRD3 agonist -5, aSyn rescue 7%, TDP43 rescue inconclusive, FUS suppressor 16%, DRD3 antagonist -18, EPAC2 ag 7%, Abeta yeast res 18% and EPAC2 antag -2%.
Screening N#Cc1nc(-c2ccc(Cl)cc2)oc1NCc1ccco1 returned DRD3 agonist 1, aSyn rescue 5%, TDP43 rescue 15%, FUS suppressor 3%, DRD3 antagonist -27, EPAC2 ag -5%, Abeta yeast res -23% and EPAC2 antag -5%.
N#CC(Cc1cc2ccccc2n1S(=O)(=O)c1ccccc1)OCc1ccccc1 (stereo unspecified) was read as DRD3 agonist 8, aSyn rescue -3%, TDP43 rescue 5%, FUS suppressor -12%, DRD3 antagonist 42, EPAC2 ag 2%, Abeta yeast res 1% and EPAC2 antag -13%.

Next part:
`CCCCn1c(NC(=O)c2ccco2)c(S(=O)(=O)c2ccc(C)cc2)c2nc3ccccc3nc21` gave DRD3 agonist -2, aSyn rescue -2%, TDP43 rescue -6%, FUS suppressor 33%, DRD3 antagonist 0, EPAC2 ag 10%, Abeta yeast res -10% and EPAC2 antag -16%.
Cc1ccc(C(=O)NNC(=O)CCCN2C(=O)/C(=C/c3ccccc3Cl)SC2=S)cc1 was read as DRD3 agonist 5, aSyn rescue -1%, TDP43 rescue 0%, DRD3 antagonist -8, EPAC2 ag 3%, Abeta yeast res 12% and EPAC2 antag 11%.
CN(C)c1ncnc2c1ncn2[C@H]1CN(Cc2cccnc2)C[C@@H](CO)O1 was read as DRD3 agonist -8, aSyn rescue -2%, TDP43 rescue 4%, FUS suppressor -18%, DRD3 antagonist inconclusive, EPAC2 ag 2%, Abeta yeast res -23% and EPAC2 antag -7%.
COc1ccccc1C/C(N)=N/OC(=O)COc1cc(C)cc(C)c1C was read as DRD3 agonist -9, aSyn rescue 9%, TDP43 rescue inconclusive, FUS suppressor -1%, DRD3 antagonist -19, EPAC2 ag 15%, Abeta yeast res -5% and EPAC2 antag -10%.
Screening O=C(NCc1ccc(Cl)cc1)C1CCCN1C(=O)Nc1ccc(F)cc1 (stereo unspecified) returned DRD3 agonist -10, aSyn rescue -10%, TDP43 rescue -12%, FUS suppressor -16%, DRD3 antagonist -10, EPAC2 ag 16%, Abeta yeast res -4% and EPAC2 antag 9%.
Screening COc1ccccc1/C=N/NC(=O)CNC(=O)c1ccccc1 returned DRD3 agonist -1, aSyn rescue -2%, TDP43 rescue -2%, FUS suppressor -10%, DRD3 antagonist -5, EPAC2 ag 13%, Abeta yeast res 8% and EPAC2 antag 4%.
Screening Cc1cccc(-n2ncc3c(N4CCCc5ccccc54)ncnc32)c1 returned DRD3 agonist 4, aSyn rescue -8%, TDP43 rescue 10%, FUS suppressor 28%, DRD3 antagonist 46, EPAC2 ag 14%, Abeta yeast res -12% and EPAC2 antag -4%.
For O=c1c(Cc2ccc(F)cc2)c(O)ccn1CCCN1CCOCC1 the results were DRD3 agonist -1, aSyn rescue -5%, TDP43 rescue -4%, FUS suppressor -1%, DRD3 antagonist 5, EPAC2 ag -1%, Abeta yeast res -15% and EPAC2 antag 1%.
For O=C(COC(=O)CCC(=O)c1cccs1)NC1CCCCC1 the results were DRD3 agonist 3, aSyn rescue -3%, TDP43 rescue -3%, FUS suppressor -13%, DRD3 antagonist -11, EPAC2 ag 0%, Abeta yeast res -1% and EPAC2 antag 3%.
COc1ccccc1NC(=O)c1ccc(N2CC3CC(C2)c2cccc(=O)n2C3)c(NC(=O)c2ccncc2)c1 (stereo unspecified) was read as DRD3 agonist -1, aSyn rescue 0%, TDP43 rescue -5%, FUS suppressor 7%, DRD3 antagonist 19, EPAC2 ag 11%, Abeta yeast res -8% and EPAC2 antag -8%.
Screening O=C(CCCN1C(=O)c2cccc3cccc(c23)C1=O)NCc1cccnc1 returned DRD3 agonist 1, aSyn rescue 1%, TDP43 rescue -14%, FUS suppressor 4%, DRD3 antagonist 5, EPAC2 ag 3%, Abeta yeast res 3% and EPAC2 antag 8%.
For CC1CCN(S(=O)(=O)c2ccc3c(c2)oc(=O)n3C)CC1 the results were DRD3 agonist 5, aSyn rescue 8%, TDP43 rescue 4%, FUS suppressor 7%, DRD3 antagonist -19, EPAC2 ag 2%, Abeta yeast res 4% and EPAC2 antag 1%.
Screening CC(C)(C)NC(=O)C12CCC(C)(c3nc4ccccc4nc31)C2(C)C (stereo unspecified) returned DRD3 agonist -3, aSyn rescue -4%, TDP43 rescue -22%, FUS suppressor 23%, DRD3 antagonist 6, EPAC2 ag -6%, Abeta yeast res -17% and EPAC2 antag 2%.
For COc1ccc(OCC(=O)Nc2nc3c(s2)CCCC3)cc1 the results were DRD3 agonist 2, aSyn rescue 11%, TDP43 rescue inconclusive, FUS suppressor 5%, DRD3 antagonist 3, EPAC2 ag 18%, Abeta yeast res 26% and EPAC2 antag 4%.

Screens: PubChem, National Center for Advancing Translational Sciences (NCATS)
